KOR beta-arrestin-1: KOR agonists, beta-arrestin recruitment, primary screen, cell-based, luminescence, uHTS (AID 1777). KOR beta-arrestin recruitment, luminescence; higher % means a stronger effect. activation, % at 10 µM; hits with a dose series show EC50 in µM. 280,000 tested, 0.02% active; in the data active = activation above about 50%, passing the limit was not always enough; note: a part of the inactive calls stands beside numbers as strong as those of hits
TNAP activation fold: human TNAP enzyme activators, primary screen, biochemical, luminescent, no phosphate acceptor, uHTS (AID 1001) | purified TNAP, luminescent activation assay, no phosphate acceptor; higher activation fold means a stronger effect | activation fold at 20 µM; hits with a dose series show EC50 in µM | 200,000 tested, 0.03% active; in the data active = activation fold from about 3, or a potency from the dose series; inactive = the rest, 99 in 100 with activation fold below about 1.6; note: many of its hits are not listed in these tables
KOR beta-arrestin-2: KOR antagonists, beta-arrestin recruitment, cell-based, luminescence, uHTS (AID 1778); 290,000 tested, 0.091% active; KOR beta-arrestin recruitment, luminescence, antagonist mode; higher % means a stronger effect; inhibition, % at 10 µM, or IC50 in µM where a hit was titrated; note: strong numbers were not always called active
GPR55 beta-arrestin: GPR55 agonists via beta-arrestin recruitment, primary screen, imaging, U2OS cells, beta-arrestin-GFP redistribution (AID 1961). U2OS GPR55 beta-arrestin-GFP redistribution imaging; higher % means a stronger effect. one-dose activation, % at 10 µM; EC50 in µM for titrated hits. 290,000 tested, 0.048% active;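 active = activation above 40% with more than 50 cells counted in the well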;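 note: U2OS osteosarcoma cells stably expressing GPR55 and beta-arrestin-GFP; plate controls were DMSO negative control for no effect and LPI positive control for full effect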
NTR1 agonist: NTR1-driven beta-arrestin-GFP spot formation – imaging, U2OS cells, high content, primary screen (AID 493036); activation, % at 20 µM; 330,000 tested, 0.17% active; agonist mode;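 active = activation at or above 40% of the spot to cytoplasm intensity ratio, with at least 20 cells analyzed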;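 note: 0% = DMSO without peptide and 100% = 100 nM NTR1 peptide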
Target sequence (P30989 whole entry, looked up): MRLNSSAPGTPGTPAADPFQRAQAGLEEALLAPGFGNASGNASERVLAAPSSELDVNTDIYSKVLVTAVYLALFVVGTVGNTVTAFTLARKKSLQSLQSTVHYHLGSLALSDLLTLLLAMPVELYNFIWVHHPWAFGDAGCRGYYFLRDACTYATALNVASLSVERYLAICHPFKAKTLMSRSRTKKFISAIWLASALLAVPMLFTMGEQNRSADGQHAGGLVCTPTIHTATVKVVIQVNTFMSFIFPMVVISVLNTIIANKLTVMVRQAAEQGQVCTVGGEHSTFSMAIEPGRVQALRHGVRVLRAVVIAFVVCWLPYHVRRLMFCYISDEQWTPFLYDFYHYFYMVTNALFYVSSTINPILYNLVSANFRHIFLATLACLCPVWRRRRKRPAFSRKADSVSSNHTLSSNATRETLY
ER stress rescue: rescue of cells from ER stress-induced death, primary screen, 384-well, CSM14.1, thapsigargin, ATP luminescence (AID 1222) | 190,000 tested, under 10 active | cellular ATP content (survival), % at 20 µM, or EC50 in µM where a hit was titrated | CSM14.1 thapsigargin-induced death rescue, ATP luminescence; higher % means a stronger effect;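 active = EC50 below 50 µM in the dose-response confirmation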;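 note: death triggered by thapsigargin at about 15 µM added after 2 h compound pretreatment; cell ATP read after overnight thapsigargin exposure of roughly 18 to 22 hours; normalized against plate controls of thapsigargin alone and 5% DMSO vehicle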
Yfh1-off respiration: mitochondrial function rescue without frataxin homolog – Friedreich's ataxia, plus single-dose screen, dose response (AID 1465) | S. cerevisiae Yfh1-off respiration, WST-1 reduction, 72 h; higher fold induction means a stronger effect | fold induction at 50 µM, or EC50 in µM where a hit was titrated | 220,000 tested, 0.074% active;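 active = fold induction of absorbance versus untreated yeast above a set limit, then at least 30% activation at any dose in follow-up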;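 note: activators that raise dye reduction in frataxin-depleted yeast; strong numbers were not always called active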
NOD1 NF-kB reporter: NOD1 signaling inhibitors, primary screen, cell-based, luminescence, uHTS (AID 1578); NOD1-driven NF-kB luciferase reporter cells, luminescence; higher % means a stronger effect; one-dose inhibition, % at 4 µM; EC50 in µM for titrated hits; 290,000 tested, 1% active; in the data active = inhibition mostly above about 36%, no sharp cut-off; inactive = mostly below about 34%;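 note: HEK-293T reporter cells stimulated with the NOD1 agonist gamma-tri-DAP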
NOD2 inhibition: inhibition of NOD2-driven NF-kB reporter – cell-based, luminescence, uHTS, HEK293 (AID 1566); inhibition, % at 4 µM; hits with a dose series show EC50 in µM; HEK293 NOD2/NF-kB luciferase reporter, luminescence; higher % means a stronger effect; 290,000 tested, 0.63% active; note: many of its hits are not listed in these tables
NTR1 agonist cell count 20 µM: recorded beside NTR1 agonist, whose call it bears; cell count; measured here: cell count, cytotoxicity flag
* = called active by the depositor; i = inactive; x = no result given; & = joins results of further samples; [ ] = dose if it differs, or a comment. Cut-off read from the data, not from the text of the source, unless noted: active = inhibition above about 50%; inactive = the rest. A portion of the library; rates above refer to the full screens.

1. COc1ccc(CN(CCN(C)C)c2ccccn2)cc1
2. CCCn1ncc(CN2CCCC(C(=O)c3cccc(OC(C)C)c3)C2)c1C (configuration not stated)
3. COc1ccccc1OCC(O)COC(N)=O (configuration not stated)
4. O=C1N(c2ccccc2)c2ccccc2C1(Cc1ccncc1)Cc1ccncc1
5. CN1CCC(=C2c3ccccc3CCc3sccc32)CC1
6. c1ccc2c(CC3=NCCN3)cccc2c1

compound no.	1	2	3	4	5	6
KOR beta-arrestin-1	-3.9%	2.1%	-1.2%	1.9%	-1.9%	-2.8%
TNAP activation fold	1.1	x	1.1	1.1	1	1.1
KOR beta-arrestin-2	6%	-2%	-2%	11%	16%	-4%
GPR55 beta-arrestin	1.2%	-0.2%	0.6%	-0.5%	-0.1%	-0.1%
NTR1 agonist	-2.3&-0.9	-0.3	2.2	-0.1&0.3	-0.3	0.8
NTR1 agonist cell count 20 µM	57&49	66	54	58&60	55	50
ER stress rescue	-2.2%	x	4.5%	2.0%	-4.3%	-1.4%
Yfh1-off respiration	i	i	i	i	i	i
NOD1 NF-kB reporter	-29%	1%	-35%	-6%	-8%	4%
NOD2 inhibition	4%	-35%	9%	-5%	9%	18%

7. Nc1ccc(C(=O)Nc2ccccc2N)cc1
8. O=C(O)COC(=O)Cc1ccccc1Nc1c(Cl)cccc1Cl
9. CC1=NN(c2ccccc2)C(=O)C1
10. CC(C)Cn1cnc2c1c(=O)n(C)c(=O)n2C
11. C/C=C/C=N\NC(=O)c1ccncc1
12. CCOc1ccc(S(=O)(=O)N2CCCCCC2)c2ccccc12
13. C[C@H](CCC(=O)O)[C@H]1CC[C@H]2[C@@H]3[C@@H](O)C[C@@H]4C[C@H](O)CC[C@]4(C)[C@H]3CC[C@]12C
14. Cc1coc2c1C(=O)C(=O)c1c-2ccc2c1CCCC2(C)C
15. Nc1cc(-c2ccncc2)c[nH]c1=O

compound no.	7	8	9	10	11	12	13	14	15
KOR beta-arrestin-1	-0.4%	-0.2%	-2.5%	5.0%	-4.8%	-1.5%	-1.6%	-1.7%	1.4%
TNAP activation fold	x	x	1.1	1.1	x	1.1	1	1	1.1
KOR beta-arrestin-2	-31%[20 µM]	0%[20 µM]	13%	12%	-2%[20 µM]	18%	14%	-19%	-45%
GPR55 beta-arrestin	0.2%	0.3%	0.5%	0.5%	0.7%	0.0%	-0.3%	0.1%	-0.2%
NTR1 agonist	2.2	1.9	-1.1	2.1	3.0	6.0	0.2	5.8	5.0
NTR1 agonist cell count 20 µM	56	40	50	47	56	64	56	82	56
ER stress rescue	x	x	-2.3%	1.6%	x	-1.1%	0.2%	-5.3%	-1.4%
Yfh1-off respiration	x	x	i	i	x	i	i	i	i
NOD1 NF-kB reporter	-146%	-27%	-21%	-30%	-8%	11%	-21%	-6%	-10%
NOD2 inhibition	-40%	8%	1%	9%	18%	24%	20%	18%	10%

Screen by screen, quoted from above.
GPR55 beta-arrestin, compounds 8 to 14, in order: 0.3%, 0.5%, 0.5%, 0.7%, 0.0%, -0.3%, 0.1%
NOD1 NF-kB reporter, compounds 8 to 14, in order: -27%, -21%, -30%, -8%, 11%, -21%, -6%
KOR beta-arrestin-2, compounds 8 to 14, in order: 0%[20 µM], 13%, 12%, -2%[20 µM], 18%, 14%, -19%

An excerpt from above, reduced to NOD1 NF-kB reporter, Yfh1-off respiration and NTR1 agonist.
cpd	SMILES	NOD1 NF-kB reporter	Yfh1-off respiration	NTR1 agonist
7	Nc1ccc(C(=O)Nc2ccccc2N)cc1	-146%	x	2.2
8	O=C(O)COC(=O)Cc1ccccc1Nc1c(Cl)cccc1Cl	-27%	x	1.9
9	CC1=NN(c2ccccc2)C(=O)C1	-21%	i	-1.1
10	CC(C)Cn1cnc2c1c(=O)n(C)c(=O)n2C	-30%	i	2.1
